15-hLO-2 inh: qHTS Assay for Inhibitors of 15-hLO-2 (15-human lipoxygenase 2) | AID 881, 2007 | actives 0.56% (n = 110,000) | Potency, µM (titrated, usually from 57.1 µM), for the others: top-dose activity change, negative = inhibition, hits mostly inhibitors | Polyunsaturated fatty acid lipoxygenase ALOX15B (Homo sapiens), O15296 | purified 15hLO-2, xylenol orange hydroperoxide absorbance; also: potency is read from the fitted curve at half-maximal effect; nearly all actives have a fitted effect of over 60% in size; many of its hits are not listed in these tables
Target sequence (O15296 whole entry, looked up): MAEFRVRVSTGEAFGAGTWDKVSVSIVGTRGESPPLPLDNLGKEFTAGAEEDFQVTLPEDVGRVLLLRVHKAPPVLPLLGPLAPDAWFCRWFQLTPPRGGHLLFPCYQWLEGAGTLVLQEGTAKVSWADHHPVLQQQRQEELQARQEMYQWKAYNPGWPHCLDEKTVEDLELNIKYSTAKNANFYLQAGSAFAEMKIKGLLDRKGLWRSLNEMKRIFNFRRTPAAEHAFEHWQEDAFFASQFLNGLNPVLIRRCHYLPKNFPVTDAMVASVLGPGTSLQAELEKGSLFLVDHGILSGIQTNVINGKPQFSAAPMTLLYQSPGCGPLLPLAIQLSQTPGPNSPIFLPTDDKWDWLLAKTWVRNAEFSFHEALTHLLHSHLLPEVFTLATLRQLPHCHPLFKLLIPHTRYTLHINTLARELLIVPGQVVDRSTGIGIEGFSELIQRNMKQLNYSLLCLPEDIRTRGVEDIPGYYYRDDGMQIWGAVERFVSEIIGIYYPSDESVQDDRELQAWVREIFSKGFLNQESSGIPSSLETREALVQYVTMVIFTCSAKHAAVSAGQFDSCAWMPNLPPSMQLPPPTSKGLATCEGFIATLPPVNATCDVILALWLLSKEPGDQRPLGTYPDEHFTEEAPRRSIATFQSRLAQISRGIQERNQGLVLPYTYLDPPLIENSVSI
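Screening format was qHTS against 50 nM purified 15hLO-2 in Hepes pH 7.5 with detergent. Activity follows hydroperoxide formation from 45 uM arachidonic acid, measured as 573:405 nm absorbance ratio of the ferric-xylenol orange complex.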
PNC assembly inh: High Content Assay for Compounds that inhibit the Assembly of the Perinucleolar Compartment; PC3M PTB-GFP, PNC prevalence imaging, 16 h; active compounds read low; activity change (PNC), negative = inhibition, % at 10 µM; actives 3.1% (n = 140,000);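 active = readout at or below -70, meaning at least 70% loss of cells showing the perinucleolar compartment, a nuclear body marking cancer cells; inconclusive = readout between -30 and a set limit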;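 also: plate controls were DMSO wells for no effect and camptothecin positive control wells for full effect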
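PC3M cells stably expressing PTB-GFP, 750–1000 cells/well, treated 16 h at 37 °C with compound (23 nl of library stock), in duplicate. After paraformaldehyde fixation and Hoechst stain, imaged at 20x; PNC prevalence scored by image analysis.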
ALOX12 inhib: qHTS Assay for Inhibitors of 12-hLO (12-human lipoxygenase) | Polyunsaturated fatty acid lipoxygenase ALOX12 (Homo sapiens), P18054 | purified 12-hLO, xylenol orange hydroperoxide absorbance | Potency, µM (titrated, usually from 57.1 µM), for the others: top-dose activity change, negative = inhibition, most hits filed as inhibitors | actives 0.12% (n = 150,000) | AID 1452, 2008; also: potency is read from the fitted curve at half-maximal effect; nearly all actives have a fitted effect of over 55% in size; many of its hits are not listed in these tables
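Purified human 12hLO (150 nM final) was preincubated with compounds for 15 min at room temperature in 25 mM Hepes pH 7.0, 0.01% Triton X-100, then reacted with 40 uM arachidonic acid for 30 min. Hydroperoxide was detected with ferrous iron/xylenol orange.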
IMPase cell inh: qHTS Assay for Identifying the Cell-Membrane Permeable IMPase Inhibitors | CHO-M1 cells, IP1 accumulation, HTRF TR-FRET ratio | inhibition (IP1 accumulation), % at 46.1 µM | 120,000 tested, under 10 active | AID 901, 2007; active = well fitted curve in the direction sought with a large enough effect in the signal ratio, not every such curve was filed as active; inconclusive = small, poorly fitted or top-dose-only effect, or a change in a side signal; inactive = no such curve, though single readings can be large or run the other way; the % refers to the signal ratio;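 also: cells stimulated with carbachol in lithium chloride buffer; plate controls were DMSO basal wells for no effect and reference inhibitor wells for full effect; higher means more IMPase inhibition seen as more IP1 and lower FRET ratio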
Target sequence (P97697 whole entry, looked up): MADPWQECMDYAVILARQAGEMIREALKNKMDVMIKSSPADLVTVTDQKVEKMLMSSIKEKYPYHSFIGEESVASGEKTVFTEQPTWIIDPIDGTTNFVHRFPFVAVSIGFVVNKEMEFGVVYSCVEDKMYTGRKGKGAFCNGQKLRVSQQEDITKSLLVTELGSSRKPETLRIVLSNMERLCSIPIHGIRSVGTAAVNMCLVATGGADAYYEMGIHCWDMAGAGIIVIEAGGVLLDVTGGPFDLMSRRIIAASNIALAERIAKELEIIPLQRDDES
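Carbachol-driven Gq signalling in CHO-M1 cells (2000/well) generates IP1. Compounds that block IMPase raise IP1 and so reduce the FRET signal from Eu-anti-IP1 and d2-IP1 after a 10 min room-temperature lysis.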
Starred values were filed as active, the others as inactive; ? = inconclusive; . = not tested or not shown; [ ] = dose if it differs, or a comment. Unless noted, calls follow the shape of the dose curve; as a rule, active = well fitted curve in the direction sought with a large enough effect; inconclusive = small, poorly fitted or top-dose-only effect, or another doubt; inactive = no such curve, though single readings can be large; an effect the other way counts as inactive or inconclusive. Unless noted, % is scaled to controls: 0 for no effect and ±100 for the full control effect. These rows are one share of the data, so the mix of outcomes need not match the whole.

PNC assembly inh,IMPase cell inh,ALOX12 inhib,15-hLO-2 inh,SMILES
21.8,-4.2,-1.6%,-3.3%,CCCC(CCC(=O)Nc1ccc(S(N)(=O)=O)cc1)C(=O)O (stereo not given)
6.3,8.3,-5.2%,-5.7%,CCOC(=O)N1CCC(NCCNC(=O)c2ccccc2Cl)CC1
.,.,-0.7%,-21.4%,COC(=O)c1ccc(C(NC(=O)OCc2ccccc2)/C(F)=C/[C@@H](C)C(=O)Nc2ccc(OC)cc2)cc1 (stereo not given in full)
-24.0,2.9,-2.1%,7.4%,CCN(CC)C(=O)C1CCN(c2ncnc3c2cnn3-c2ccc(C)cc2C)CC1
48.7,2.9,-2.4%,-1.3%,COc1ccc(NC(=O)CC2C(=O)N(c3cccc(OC)c3)C(=O)N2C2CCCCC2)cc1 (stereo not given)
-100.0*,-5.4,2.4%,.,COCCCNC(=O)CN(c1cc(Cl)cc(Cl)c1)S(C)(=O)=O
21.5,-3.3,-4.1%,6.1%,O=C(CCN1C(=O)c2ccccc2S1(=O)=O)Nc1nc2c(s1)CCCC2
-15.2,-1.6,-7.0%,-10.8%,Cc1ccc(C)c(CN2CCCNC2=O)c1
-14.7,.,-20.6%,.,COc1ccc2nc(NC(=O)C3=NN(c4ccccc4)C(=O)CC3)sc2c1
.,.,1.2%,-4.2%,CCCCCCN(C(=O)CCCCCN1C(=O)NC(c2ccc(C(F)(F)F)cc2)C(C(=O)OCc2ccccc2)=C1C)C(C(=O)NCCCC)c1ccc(OCC(=O)OC)c(C(=O)OC)c1 (stereo not given)
1.7,0.4,-4.2%,-11.4%,O=[N+]([O-])c1cccc(N=NN(CCO)c2cccc([N+](=O)[O-])c2)c1
27.6,.,-4.9%,.,O=C(NCc1ccco1)c1cc([N+](=O)[O-])ccc1N1CCCCC1
38.2,2.3,-0.6%,1.8%,O=C1CCCC2=C1C(c1cccs1)n1ncnc1N2 (stereo not given)
18.3,.,1.2%,.,c1ccc(C2CCC(N3CCNCC3)CC2)cc1 (stereo not given)
-29.8,-3.0,4.1%,3.6%,O=C(Oc1cc(-c2ccccc2)no1)c1ccc(Cl)cc1
?,4.4,-3.3%,3.9%,CC(=O)c1c(N2CCN(Cc3ccc4c(c3)OCO4)CC2)nc(=S)n(-c2ccccc2)c1C
?,4.4,-9.5%,13.5%,NCCCNC(=O)c1cc2ccccc2[nH]1
-84.2*,6.1,-1.2%,.,CC(NC(=O)/C=C/c1ccc(Br)cc1)c1ccccc1 (stereo not given)
-12.8,-1.6[1.84 µM],-2.6%,3.2%[11.4 µM],COCCOC(=O)c1c(C)oc2ccc(OC(=O)c3ccc4c(c3)OCO4)cc12
?,2.4,-11.7%,-7.1%,CCOC(=O)c1c(NC(=O)CSc2nnc(-c3ccccc3)n2CC)sc(C(C)=O)c1C
20.1,0.4,-13.2%,-0.6%,Cc1cccc(-n2c(SCC(=O)Nc3nnc(C)s3)nnc2-c2ccoc2C)c1
-100.3*,.,-0.9%,.,COc1ccc(C(=O)NCc2nnc(SCC(=O)N3CCc4ccccc43)n2Cc2ccccc2)cc1
-12.9,.,-2.7%,.,Cc1ccc(/C=N/n2c(C)cc(C)c(C#N)c2=O)o1
-5.3,-2.7,-5.8%,16.4%,O=c1c(-c2ccc(Br)cc2)coc2c(CN3CCOCC3)c(O)ccc12
6.9,4.3,7.3%,1.3%,CCN1CCCC1CNC(=O)c1ccc(CS(=O)(=O)c2ccccc2C)o1 (stereo not given)
18.9,4.4,4.0%,2.0%,COc1ccc(CN(CC(=O)NCC2CCCO2)C(=O)CCC(=O)Nc2cc(C)ccn2)cc1 (stereo not given)
-17.5,.,-3.3%,.,N/C(=N\OC(=O)CCCc1ccccc1)c1ccc([N+](=O)[O-])cc1
?,-2.6,3.4%,7.8%[2.29 µM],CCCC(=O)Nc1ccccc1NC(=O)CN(C)S(=O)(=O)c1ccccc1
.,-0.5,-0.2%,29.6%,O=C1CC2(CCCC2)CC(=O)N1CCCCNC[C@H]1COc2ccccc2O1
-28.8,-6.6,-14.0%,20.8%,CN1CCN(C(=O)CSc2nc(-c3cccs3)cc(-c3cccs3)c2C#N)CC1

Reprinted at random: 2 records from the list, in no set order.
PNC assembly inh,IMPase cell inh,ALOX12 inhib,15-hLO-2 inh,SMILES
?,-2.6,3.4%,7.8%[2.29 µM],CCCC(=O)Nc1ccccc1NC(=O)CN(C)S(=O)(=O)c1ccccc1
-5.3,-2.7,-5.8%,16.4%,O=c1c(-c2ccc(Br)cc2)coc2c(CN3CCOCC3)c(O)ccc12

Sorted by molecular weight (low to high): part of the list above
PNC assembly inh,IMPase cell inh,ALOX12 inhib,15-hLO-2 inh,SMILES
?,-2.6,3.4%,7.8%[2.29 µM],CCCC(=O)Nc1ccccc1NC(=O)CN(C)S(=O)(=O)c1ccccc1
-5.3,-2.7,-5.8%,16.4%,O=c1c(-c2ccc(Br)cc2)coc2c(CN3CCOCC3)c(O)ccc12
-100.3*,.,-0.9%,.,COc1ccc(C(=O)NCc2nnc(SCC(=O)N3CCc4ccccc43)n2Cc2ccccc2)cc1

The results go on.
PNC assembly inh,IMPase cell inh,ALOX12 inhib,15-hLO-2 inh,SMILES
2.3,17.6,-9.2%,16.3%,Clc1ccc(Cn2cc(Br)cn2)cc1Cl
37.6,7.3,-3.9%,-9.5%,CCCSc1nc(-n2ncc(C#N)c2N)c2c3c(sc2n1)CCC(C)C3 (stereo not given)
?,7.6,-2.1%,-2.4%,COc1ccc(OC)c(-n2c(CN3CCC(C(N)=O)CC3)nc3ccccc3c2=O)c1
66.8,.,9.5%,.,C=CCNc1ccc(C(=O)O)cc1
?,-2.7,3.2%,-5.7%,c1ccc(NCc2cccnc2)cc1
-0.7,-2.5[1.84 µM],2.5%,3.1%[11.4 µM],Cc1nn2c(N3CCOCC3)c3c(nc2c1-c1ccccc1)CCCC3
?,-0.8,-1.8%,6.6%,c1cncc(-c2nnc(SCc3cccc4ccccc34)o2)c1
-3.8,6.0,-18.7%,-17.1%,FC(F)C(F)(F)C(F)(F)C(F)(F)c1cc(-c2ccccc2)n[nH]1
46.1,.,-10.2%,.,O=C(NCCn1cc(SCc2ccc(F)cc2)c2ccccc21)c1ccccc1F
5.0,-2.3,-1.4%,3.5%,Cc1cc(C)c2[nH]c(=O)c(CN(CC3CCCO3)C(=O)C3CCCO3)cc2c1 (stereo not given)
?,1.6,-8.7%,-11.5%,N#CCSc1nnc(Cc2cccc3ccccc23)n1C1CCCCC1
.,.,-12.1%[0.00818 µM],10.1%[0.0915 µM],C[Se]CCC(N)C(=O)O (stereo not given)
-3.5,4.0,-10.2%,18.3%,Cc1nn(-c2ccccc2)c(C)c1/C=N/NC(=O)c1cc(C23CC4CC(CC(C4)C2)C3)[nH]n1
15.9,-1.6[1.84 µM],4.6%,30.2%[activator][11.4 µM],Cc1ccc(C)c(OCCCCCn2ccnc2)c1
21.6,-2.6,-5.0%,-0.2%,Cc1cc(C)c(NC2=NS(=O)(=O)c3ccccc32)c(C)c1
5.3,15.6,-11.6%,-11.6%,COc1ccc(OCC(=O)N2CCN(c3nnc(-c4ccccc4)c4ccccc34)CC2)cc1
-19.0,-6.0,-1.7%,6.3%,COc1ccc(S(=O)(=O)N(CC(=O)N2CCN(C)CC2)C2CCCCC2)cc1OC
-18.1,0.8,-2.0%,12.0%,Cn1c(N)c(C(=O)CSc2nc(N)cc(=O)[nH]2)c(=O)n(C)c1=O
3.9,-12.5,6.8%,22.6%,CN(C(=O)c1cnc(N2CCN(c3ncccn3)CC2)c2ccccc12)c1ccc(Cl)cc1
7.9,3.1,-23.5%,-5.7%,COc1ccc(/C=C(/C(=O)c2ccc(Cl)cc2Cl)n2cncn2)cc1
15.2,-6.9,-1.2%,.,COC(=O)c1cc(NS(=O)(=O)c2ccc(NCc3cccnc3)c([N+](=O)[O-])c2)cc(C(=O)OC)c1
-14.4,10.3,-2.9%,.,COc1ccccc1CNC(=O)c1ccc(OCC2CCCO2)cc1 (stereo not given)
-8.5,8.6,3.9%,.,CC(C)(C)c1ccc(C(=O)NCC(=O)OCN2C(=O)c3ccccc3C2=O)cc1
10.6,-9.1,8.7%,.,O=C(Nc1ccc(F)cc1)N(CCCN1CCOCC1)Cc1cc2cc3c(cc2[nH]c1=O)OCO3
34.9,.,-2.0%,.,CCOC(=O)Cc1csc(NC(=O)CSc2ccc(Br)cc2)n1
-7.3,2.3,-12.9%,-9.6%,COc1cc(C2/C(=C(\O)c3cc(C)ccc3C)C(=O)C(=O)N2CCN(C)C)ccc1O (stereo not given)
23.6,4.5,-1.0%,-7.8%,COC(=O)c1ccc(CSc2nc3sc4c(c3c(=O)n2C)CCCC4)o1
-13.9,6.7,-3.5%,-9.1%,Cc1ccc(SCCNC(=O)C(C)C)cc1
?,.,0.0%,.,COc1ccc(/C=N/NC(=O)c2ccc(Cl)cc2)cc1COC(C)=O
15.7,.,-2.4%,.,COc1ccc2nc(N3C(=O)/C(=C/c4ccc(Cl)cc4)NC3=S)sc2c1
7.1,10.6,0.9%,-3.4%,COc1ccc(/C=N/NC(=O)c2cccc([N+](=O)[O-])c2)cc1OS(=O)(=O)c1ccc(C)cc1
-10.4,1.9,-5.1%,-7.4%,Clc1ccc(C2=Nn3c(nnc3-c3cc(-c4ccccc4)n[nH]3)SC2)cc1
45.3,7.5,0.1%,6.2%,COc1cccc(Nc2cc(C)nc3nc(C)nn23)c1
?,0.2,-13.9%,-13.8%,O=C(N/N=C\c1ccc(COc2ccc([N+](=O)[O-])cc2)o1)c1cccc(Cl)c1
1.9,-2.0,-6.2%,-5.8%,Cc1ccc(S(=O)(=O)Oc2ccc3c(c2)O/C(=C\c2cccnc2)C3=O)cc1
-4.1,5.9,0.2%,.,CCOc1ccc(-c2cc(CCCC(=O)NCc3cccnc3)no2)cc1
32.5,.,-1.5%,.,O=C(CNc1ccccc1)N/N=C/c1cn(-c2ccccc2)nc1-c1ccccc1
7.0,.,-4.7%,.,CCOc1cc(/C=C2/NC(=O)N(CC(=O)Nc3cccc(C)c3)C2=O)ccc1O
-20.5,.,-2.2%,.,C=CCNC(=O)C1CC1(c1ccccc1)c1ccccc1 (stereo not given)
-17.8,5.3,2.0%,1.3%,Cc1ccc(CCNC(=O)C2CCCN(S(=O)(=O)c3cccs3)C2)cc1 (stereo not given)
177.8,6.4,0.3%,.,O=C(NCc1ccco1)c1cc2sccc2n1Cc1ccccc1
23.7,3.8,0.0%,-2.6%,Cc1ccc(NC(=O)c2ccc(S(=O)(=O)NCC3CCCO3)cc2)cc1 (stereo not given)
1.8,0.1,-3.5%,.,COc1ccc(Nc2cc(C(=O)NCc3ccco3)c3ccccc3n2)cc1
12.7,.,1.7%,.,O=C(NCc1ccccc1)c1ccc(OCC2CCCO2)cc1 (stereo not given)
5.0,7.3,2.0%,25.6%,COc1cc(CNCCc2ccccc2)ccc1OCc1ccc(Cl)nc1
-2.7,?,-1.1%,-11.1%,CCOc1cccc2cc(C(=O)Nc3cc(C)on3)c(=O)oc12
36.1,.,-2.1%,.,CCCc1cc(-c2n[nH]c(=S)n2CC)c2ccccc2n1
